Source: PubChem BioAssay (National Center for Advancing Translational Sciences (NCATS))
HT1080 IDH1KD tx: kills HT-1080 cells with IDH1 knockdown. HT-1080 IDH1 knockdown viability, ATP luminescence, 48 h. Potency, µM (titrated, usually from 46.1 µM), for inactives: at the highest dose activity, negative = toxicity, actives largely listed as cytotoxic. 360,000 compounds, 2% hits. AID 686971;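 further: potency means the concentration at half of the fitted maximal effect; 0% = DMSO wells and -100% = cell-free medium wells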
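Using the IDH1-knockdown HT-1080 line run in the same batch and compound series as the NT line, viability after 48 h at 37 °C was determined by CellTiter-Glo luminescence and expressed as % activity.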
WRN helicase inh: WRN helicase (human) inhibition | AID 651768 | Q14191 | WRN helicase unwinding, fluorescent forked duplex, kinetic | 360,000 compounds, 0.46% hits | Potency, µM (doses to about 114 µM), for inactives: at the highest dose activity change, negative = inhibition, hits mostly inhibitors; further: potency means the concentration at half of the fitted maximal effect; on the % scale 0 is the no-effect control and ±100 the full control effect; nearly all actives have a fitted effect of over 55% in size
Target sequence (Q14191 whole entry, looked up): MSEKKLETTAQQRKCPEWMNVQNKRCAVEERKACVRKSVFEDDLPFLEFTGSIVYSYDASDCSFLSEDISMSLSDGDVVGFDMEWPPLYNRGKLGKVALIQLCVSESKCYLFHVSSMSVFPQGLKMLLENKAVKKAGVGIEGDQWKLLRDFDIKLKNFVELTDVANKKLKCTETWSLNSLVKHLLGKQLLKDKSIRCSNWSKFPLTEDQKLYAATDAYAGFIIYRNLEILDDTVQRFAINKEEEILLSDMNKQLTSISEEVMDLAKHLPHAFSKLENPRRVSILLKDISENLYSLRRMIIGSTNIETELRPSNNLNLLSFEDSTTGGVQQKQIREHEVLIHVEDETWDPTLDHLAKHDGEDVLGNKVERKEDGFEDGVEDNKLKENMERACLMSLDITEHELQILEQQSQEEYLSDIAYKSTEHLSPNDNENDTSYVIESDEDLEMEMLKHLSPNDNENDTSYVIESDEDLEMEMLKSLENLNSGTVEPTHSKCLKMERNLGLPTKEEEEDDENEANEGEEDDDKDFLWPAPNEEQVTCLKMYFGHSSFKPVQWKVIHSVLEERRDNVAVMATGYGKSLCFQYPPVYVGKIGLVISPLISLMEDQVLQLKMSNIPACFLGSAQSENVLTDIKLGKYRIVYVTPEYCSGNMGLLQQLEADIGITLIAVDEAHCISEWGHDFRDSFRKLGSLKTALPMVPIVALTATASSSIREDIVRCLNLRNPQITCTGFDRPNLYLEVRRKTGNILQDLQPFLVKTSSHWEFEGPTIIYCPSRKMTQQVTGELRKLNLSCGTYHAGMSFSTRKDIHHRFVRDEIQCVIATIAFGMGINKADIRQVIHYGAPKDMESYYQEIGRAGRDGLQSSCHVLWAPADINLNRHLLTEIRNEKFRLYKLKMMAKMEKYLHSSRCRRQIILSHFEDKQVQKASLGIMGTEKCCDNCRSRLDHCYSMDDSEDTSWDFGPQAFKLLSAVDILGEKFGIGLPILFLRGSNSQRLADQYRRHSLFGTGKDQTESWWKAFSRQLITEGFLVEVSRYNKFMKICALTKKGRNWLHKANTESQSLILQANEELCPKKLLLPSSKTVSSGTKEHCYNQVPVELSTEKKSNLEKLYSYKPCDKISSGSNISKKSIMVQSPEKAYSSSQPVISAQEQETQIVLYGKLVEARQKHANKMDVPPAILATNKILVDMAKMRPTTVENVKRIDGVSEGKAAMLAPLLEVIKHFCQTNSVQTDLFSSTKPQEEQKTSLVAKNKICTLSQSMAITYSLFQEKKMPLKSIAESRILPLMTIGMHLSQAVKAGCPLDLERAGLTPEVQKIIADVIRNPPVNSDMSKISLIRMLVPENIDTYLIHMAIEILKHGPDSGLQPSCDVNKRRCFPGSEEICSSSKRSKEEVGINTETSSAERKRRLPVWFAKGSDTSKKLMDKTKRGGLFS
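Kinetic fluorescence helicase assay: unwinding of a quenched forked DNA duplex (100 nM final) with 2 mM ATP final raises red fluorescence (525/598 nm). Compounds sat 15 min at room temperature with 20 nM WRN beforehand.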
HT1080-NT tox: kills 2HG-producing HT-1080-NT fibrosarcoma cells | HT-1080-NT fibrosarcoma viability, CellTiter-Glo ATP luminescence, 48 h | Potency, µM (highest dose often 46.1 µM), for the others: at the top dose activity, negative = less viability, hits mostly cytotoxic | 360,000 compounds, 1.6% hits | AID 686970;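 further: NT is the 2HG producing partner of a matched IDH1 knockdown line; potency means the concentration at half of the fitted maximal effect; 0% = DMSO-treated cells and -100% = media-only wells without cells; nearly all actives have a fitted effect of over 55% in size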
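Toxicity toward the 2HG-producing NT line was scored as %Activity, normalised to DMSO and no-cell wells, from CellTiter-Glo luminescence after 48 hours' treatment.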
SW480 rerep: induces DNA re-replication in SW480 colon adenocarcinoma cells; SW480 DNA re-replication, Hoechst DNA content imaging, 48 h; Potency, µM (series often up to 46.1 µM), for inactives: top-dose re-replication activation, hits mostly activators; 340,000 compounds, 1.8% hits; AID 624297; further: potency means the concentration at half of the fitted maximal effect; % of control where 0% means no effect; nearly all actives have a fitted effect of over 55% in size
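Treated cells incubate 48 hr (37 C, 5% CO2), are stained 40 min with Hoechst, and nuclear fluorescence is enumerated; a rise in nuclei with high DNA signal marks re-replication.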
IL1B secr inh: inflammasome signaling inhibition, IL-1 beta readout; THP-1 LPS/ATP IL-1B secretion, AlphaLISA, 16 h; active compounds read low; AID 743279; activity change, % at 57.5 µM; 360,000 compounds, 4.7% hits; in the data active means activity change below about -50%; inconclusive means mostly about -30% to -49%; further: on the % scale 0 is the no-effect control and ±100 the full control effect
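Secreted IL-1B measured by AlphaLISA bead assay after 16 h compound exposure of THP-1 cells; compounds (final up to 57.5 uM) added 1 h before LPS (250 ng/mL) and ATP (1.25 mM) stimulation; lower signal means less secretion.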
KB-V1 MDR tox: kills drug-selected multidrug resistant KB-V1 cells. 400,000 compounds, 3.4% hits. KB-V1 MDR cells viability, CellTiter-Glo, 72 h. Potency, µM (doses to about 46.1 µM), without a hit: top-dose activity change, negative = cytotoxicity, hits mostly cytotoxic; further: potency means the concentration at half of the fitted maximal effect; on the % scale 0 is the no-effect control and ±100 the full control effect; nearly all actives have a fitted effect of over 60% in size
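Following 72 h at 37 degrees C with compound, KB-V1 cell viability was read by CellTiter-Glo luminescence, medium being phenol-red-free DMEM plus 10% FBS; concentration-response parameters came from normalized, curve-fitted qHTS data.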
ATXN2 expr inh: reduces ATXN2 reporter expression in HEK-293 cells. HEK-293 ATXN2-luciferase reporter, luminescence, 24 h. Potency, µM (titrated, usually from 57 µM), inactives show at the highest dose activity change, negative = inhibition, usual class: inhibitors. 360,000 compounds, 0.72% hits; further: potency means the concentration at half of the fitted maximal effect; on the % scale 0 is the no-effect control and ±100 the full control effect; nearly all actives have a fitted effect of over 55% in size
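ATXN2-luciferase reporter cells (luciferase flanked by upstream and downstream ATXN2 gene portions) were treated 24 h at 37 °C with compounds at up to 57 uM. SteadyGlo luminescence gave expression; GF-AFC fluorescence gave viability.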
MCF10A rerep: induces DNA re-replication in MCF 10a normal breast cells. MCF 10A DNA re-replication, Hoechst nuclear intensity, 48 h. Potency, µM (series often up to 46.1 µM), for inactives: top-dose activity, positive = re-replication, actives largely listed as activators. AID 624296. 350,000 compounds, 2.9% hits; further: potency means the concentration at half of the fitted maximal effect; % of control where 0% means no effect; nearly all actives have a fitted effect of over 50% in size
KB-3-1 tox: kills parental KB-3-1 adenocarcinoma cells | AID 1347075 | KB-3-1 viability, CellTiter-Glo ATP luminescence, 72 h | 400,000 compounds, 1.4% hits | Potency, µM (series often up to 46.1 µM), without a hit: top-dose activity change, negative = cytotoxic, usual class: cytotoxic; further: potency means the concentration at half of the fitted maximal effect; on the % scale 0 is the no-effect control and ±100 the full control effect; nearly all actives have a fitted effect of over 60% in size
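Parental KB-3-1 viability, qHTS format: 72 h compound exposure, 37 °C; CellTiter-Glo; media-only wells and DMSO plates as controls; concentration-effect fits on corrected data.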
Active calls of the source: *; ? = inconclusive; / = not tested or not shown; & = joins results of further samples; [ ] = dose if it differs, or a comment. Unless noted, the call rests on the fitted dose curve; in most records, active means well fitted curve in the direction sought with a large enough effect; inconclusive means small, poorly fitted or top-dose-only effect, or another doubt; inactive means no such curve, though single readings can be large; an effect the other way counts as inactive or inconclusive.

entry	Molecule	HT1080 IDH1KD tx	WRN helicase inh	HT1080-NT tox	SW480 rerep	IL1B secr inh
1	CC1(C)Cc2c(sc3nc(-c4ccccc4Cl)n(N)c(=O)c23)CO1	-14%	-1%	1%	-1%[9.22 µM]	-21
2	O=C(CC1SC(=Nc2ccccc2)N(CCCCO)C1=O)NCc1ccccc1 (stereo unspecified)	3%	-7%	-1%	-1%	-10
3	O=C(N/N=C/c1ccc(OCCCF)cc1)c1cc(OCC(F)(F)F)ccc1OCC(F)(F)F	-17%	-3%	-13%	19%	5
4	COc1cc(NC(=O)COC(=O)C2CC2)c(C)cc1[N+](=O)[O-]	8%	3%	5%	-35%[inhibitor]	0
5	CCOC(=O)N1CCC(N2Cc3cccc(C(=O)Nc4ccc(S(=O)(=O)N(CC)CC)cc4)c3C2=O)CC1	6%	-22%	-3%	-11%	64
6	Oc1cccc2ccc(/C=C/c3ccc(Br)s3)nc12	12%	6%	-2%	2%	38
7	Cn1nc(C(F)(F)F)c(-c2ccc(Br)cc2)c1NC(=O)c1cccnc1	?	-10%	-28%	20%	3
8	COc1cccc(N=C2CC(C)(C)CC(=O)/C2=C(/O)c2ccccc2)c1	14%	7%	10%	1%	15
9	Cc1cccc(Nc2ccc(C(=O)N3CCOCC3)cn2)c1	25%	4%	0%	-5%	-19
10	O=C(Nc1nc(-c2ccccn2)cs1)c1ccc(F)c(S(=O)(=O)N2CCOCC2)c1	?	6%	?	?	140
11	Cc1nccn1CCCNC(=O)C1CCC(=O)N(Cc2ccccc2F)C1 (stereo unspecified)	-1%	12%	4%	-3%	-23
12	COc1ccccc1N1CCN(CCCNC(=O)Cn2ncc3c([nH]c4ccccc43)c2=O)CC1	-2%	9%	-3%	-6%	-27

entry	KB-V1 MDR tox	ATXN2 expr inh	MCF10A rerep	KB-3-1 tox
1	-6%	0%	6%	0%
2	8%	-5%	0%	1%
3	0%	-2%	-7%	9%
4	2%	-1%	3%	-7%
5	0%	1%	-6%	-4%
6	?	0%	-11%	10%
7	-6%	/	0%	-29%
8	-21%	-19%	3%	13%
9	-1%	36%	2%	-2%
10	?	?	-3%	?
11	-7%	18%	-20%	-2%
12	?	-21%&8%	7%	12%&-23%

Additional compounds follow:
entry	Molecule	HT1080 IDH1KD tx	WRN helicase inh	HT1080-NT tox	SW480 rerep	IL1B secr inh
13	CC(C)(C)c1ccc(C(=O)NCCC(=O)NCc2ccc(F)cc2)cc1	8%	8%	3%	/	1
14	CCCn1c(N/N=C\C=C\c2ccccc2)nc2c1c(=O)[nH]c(=O)n2C	0%	-2%	1%	0%	1
15	C#CCOCCOCCOCCNc1nc(N2CCN(C(=O)Cn3cc(CCO)nn3)CC2)nc(N2CCN(C(=O)[C@H](Cc3ccc(O)cc3)n3cc(CCO)nn3)CC2)n1	0%	1%	14%	-5%	18
16	Cn1c2c(c(=O)n(C)c1=O)CN(CCN1CCNCC1)CN2	16%	-3%	0%	1%	11
17	Cc1ccc(C)c(NC(=O)NNC(=O)CCc2ccccc2)c1	9%	-2%	28%	-20%	43
18	COc1ccc(C[C@H]2CN3C(=NC[C@@H]3C)N2CCNC(=O)CCC2CCCCC2)cc1	-2%	6%	-10%	6%	-5
19	CC(C)(C)C(=O)CN1CCN(C2c3ccccc3-c3ccccc32)CC1	15%	-3%	1%	0%	-14
20	CCC(C(=O)NC1CCCC1)n1c(-c2cc3ccccc3[nH]2)nc2ccccc21 (stereo unspecified)	-1%	-7%	-16%	/	55
21	CCCCN1CC(=O)N2[C@H]3c4cc(Cl)ccc4OC[C@@H]3[C@H](c3ccccc3)[C@]2(C)C1=O	-19%	-4%	?	-8%	-15
22	CCN(CC)S(=O)(=O)c1cccc(C(=O)N2CCCc3ccccc32)c1	-1%	-5%	11%	2%	0
23	Cc1cccc(N=Cc2cc(Br)cc(Cl)c2O)c1	-1%	-19%	-27%	-3%	24
24	Fc1ccc2nc(Nc3nc4cc5c(cc4s3)OCCO5)sc2c1	?	-32%	-12%	20%	0

entry	KB-V1 MDR tox	ATXN2 expr inh	MCF10A rerep	KB-3-1 tox
13	-12%	/	/	3%
14	-15%	/	?	-5%
15	0%	-2%	3%	4%
16	?	16%	2%	7%
17	-3%	-1%	1%	0%
18	-4%	0%	-10%	0%
19	-3%	-8%	10%	-11%
20	?	/	/	?
21	-24%	-15%	1%	-18%
22	?	?	-1%	-4%
23	22%	-34%	?	-5%
24	?	88%[activator]	15µM*	?

Reprinted at random: 2 entries already listed.
entry	Molecule	HT1080 IDH1KD tx	WRN helicase inh	HT1080-NT tox	SW480 rerep	IL1B secr inh
23	Cc1cccc(N=Cc2cc(Br)cc(Cl)c2O)c1	-1%	-19%	-27%	-3%	24
13	CC(C)(C)c1ccc(C(=O)NCCC(=O)NCc2ccc(F)cc2)cc1	8%	8%	3%	/	1

entry	KB-V1 MDR tox	ATXN2 expr inh	MCF10A rerep	KB-3-1 tox
23	22%	-34%	?	-5%
13	-12%	/	/	3%

New compounds follow.
entry	Molecule	HT1080 IDH1KD tx	WRN helicase inh	HT1080-NT tox	SW480 rerep	IL1B secr inh
25	Cc1c(Cl)cccc1Nc1nc(N)nc(CN2CCc3ccccc3C2)n1	-22%	-1%	-18%	4%	?
26	COc1ccc(S(=O)(=O)N2CCN(c3ccc4nnc(-c5ccc(F)cc5)n4n3)CC2)cc1	-23%	-5%	-21%	0%	-9
27	C=CCn1c(CCSCc2ccc(OC)c(C)c2)n[nH]c1=S	-2%	-1%	3%	-3%	-10
28	COc1cc2cc(CCOC(=O)CCCC(=O)O)oc(=O)c2cc1OC	-1%	-9%	0%	-4%	-3
29	CCCc1ncc(C(O)c2cccc(OC)c2OC)n1C (stereo unspecified)	5%	-9%	-3%	0%	0
30	O=C(Cc1ccccc1F)Nc1cccc2cccnc12	22%	-5%	19%	-2%	-29
31	COc1cc2c(cc1OC)CN(C(=O)CC1CC3CCC1C3)CC2 (stereo unspecified)	7%	-4%	14%	0%	29
32	CCOC(=O)[C@]12CCCC=C1N(CCc1ccc(OC)c(OC)c1)C(=O)[C@H](CC(=O)NCCCCc1ccccc1)C2	?	-5%	?	/	-57*
33	COc1ccc(CNC(=O)CSc2nnc(-c3cccnc3)n2N)cc1	24%	0%	21%	-2%	1
34	COc1ccc(Cl)cc1C(=O)OCC(=O)N(C)CC(=O)Nc1ccc(F)cc1	5%	-7%	5%	-6%	0
35	COc1cc(Cl)cc(/C=C/c2ccc3cccc(O)c3n2)c1OC	0%	6%[57.1 µM]	5%	?	34
36	COC(=O)c1ccc(CSc2nnc(SCc3ccc(C(=O)OC)o3)s2)o1	-12%	-26%	0%	-1%	-1

entry	KB-V1 MDR tox	ATXN2 expr inh	MCF10A rerep	KB-3-1 tox
25	?	19%	15%	-1%
26	?	-24%	-3%	?
27	-2%	-14%	5%	-10%
28	12%	-1%	?	1%
29	8%	-5%	4%	2%
30	?	19%	2%	13%
31	-5%	-1%	1%	2%
32	21µM*	/	/	?
33	4%	-13%	12%	3%
34	-3%	-8%	2%	-4%
35	?	-15%	-5%	?
36	?	7%	4%	-10%

Some of these compounds in order of the SW480 rerep value, descending.
#	SMILES	SW480 rerep
25	Cc1c(Cl)cccc1Nc1nc(N)nc(CN2CCc3ccccc3C2)n1	4%
26	COc1ccc(S(=O)(=O)N2CCN(c3ccc4nnc(-c5ccc(F)cc5)n4n3)CC2)cc1	0%
33	COc1ccc(CNC(=O)CSc2nnc(-c3cccnc3)n2N)cc1	-2%
27	C=CCn1c(CCSCc2ccc(OC)c(C)c2)n[nH]c1=S	-3%
28	COc1cc2cc(CCOC(=O)CCCC(=O)O)oc(=O)c2cc1OC	-4%

The list goes on.
entry	Molecule	HT1080 IDH1KD tx	WRN helicase inh	HT1080-NT tox	SW480 rerep	IL1B secr inh
37	C[C@@H](NC(=O)[C@@H]1CCCN1C(=O)[C@@H]1CCCN1C(=O)c1ccc(Cl)cc1)c1ccccc1	7%	-3%	12%	/	13
38	COc1ccc(S(=O)(=O)N2CCN=C2SCc2cccc(F)c2)cc1	-14%	-5%	-21%	17%	-7
39	COc1cc(C(=O)Nc2ccc3nc4n(c(=O)c3c2)CCCC4)ccc1Br	3%	-4%[57.1 µM]	4%	-15%	-16
40	O=C1Nc2ccc([N+](=O)[O-])cc2C1=Nc1cccc(CO)c1	-6%	?	-5%	-4%	22
41	Cn1c(SCC(=O)Nc2cccc(S(=O)(=O)N3CCOCC3)c2)nnc1-c1ccncc1	10%	4%	21%	-4%	0
42	CCOC(=O)CN(C(=O)CSc1nnc(CNc2ccc(C)cc2C)n1CC)c1ccccc1	7%	-3%	1%	-8%	-16
43	CCOC(=O)CCN(Cc1cccs1)S(=O)(=O)c1ccc(Cl)cc1	3%	-5%	-1%	-7%	32
44	CCS(=O)(=O)CCSc1nc2ccccc2s1	0%	-8%	3%	-10%	0
45	CCOc1ccc(N2C(=O)CC(N(CCc3ccc(S(N)(=O)=O)cc3)C(C)=O)C2=O)cc1 (stereo unspecified)	-3%	-6%	20%	-90%[inhibitor]	3
46	C=CCOC(=O)C1=C(C)Nc2ncnn2C1c1cccs1 (stereo unspecified)	3%	-3%	-1%	-11%	11

entry	KB-V1 MDR tox	ATXN2 expr inh	MCF10A rerep	KB-3-1 tox
37	10%	-2%	/	4%
38	?	-10%	1%	-11%
39	6%	6%	1%	-6%
40	2%	-12%[11.3 µM]	-1%	-4%
41	-1%	46%[activator]	-2%	0%
42	-27%	1%	1%	-11%
43	15µM*	-4%	0%	-1%
44	10%	6%	0%	-3%
45	17%	-2%	-8%	9%
46	-9%	-1%	4%	2%
